# MEKK2mut PB1 HTS = signal of MEK5 binding to mutant human MEKK2 PB1 domain. AID 1530. percent response, % at 10 µM. bead flow cytometry, Alexa488-MEK5 binding to MEKK2 mutant. 290,000 tested, 0.35% active; in the data active = percent response above about 24%, passing the limit was not always enough; also: inactives centre near 1; some results filed as inactive read as strong as hits; reference of the scale not given here
# UBC9 SUMO inh = blocks human SUMOylation mediated by UBC9. P63279. HTRF SUMOylation assay, SAE1/SAE2 + UBC9, in vitro. inhibition, % at 35 µM. 290,000 tested, 0.36% active. AID 2006; in the data active = inhibition above about 50%, passing the limit was not always enough; also: strong numbers were not always called active
# Target sequence (P63279 whole entry, looked up): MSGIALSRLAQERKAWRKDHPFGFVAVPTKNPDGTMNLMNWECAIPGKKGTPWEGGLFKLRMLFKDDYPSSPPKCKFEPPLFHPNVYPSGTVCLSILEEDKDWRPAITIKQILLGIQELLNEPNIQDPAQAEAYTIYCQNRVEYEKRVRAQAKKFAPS
# MEKK2 WT-MEK5 = raises or lowers MEK5 binding to wildtype human MEKK2 PB1 domain; Q9Y2U5; bead flow cytometry, Alexa488-MEK5 binding to MEKK2 WT; actives lie on both sides; binding response (% of control), % at 10 µM; 290,000 tested, 1.1% active; AID 1531; in the data active = binding response below about 67% or above about 130%
# GalR3 antag = antagonists of human GalR3; HEK293 GalR3-CNG cAMP membrane potential fluorescence; galR3 body fused to GalR1 C-terminus; inhibition, % at 3 µM; 360,000 tested, 0.44% active; AID 651719;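 active = inhibition above the screen-wide average plus 3 SD, cut at about 13% in these data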;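 also: forskolin and galanin both at EC90 stimulate the cells; cAMP rise reported by CNG channel membrane potential dye signal; 0% = forskolin plus galanin with DMSO and 100% = forskolin alone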
# Target sequence (O60755 1-299 limits assumed): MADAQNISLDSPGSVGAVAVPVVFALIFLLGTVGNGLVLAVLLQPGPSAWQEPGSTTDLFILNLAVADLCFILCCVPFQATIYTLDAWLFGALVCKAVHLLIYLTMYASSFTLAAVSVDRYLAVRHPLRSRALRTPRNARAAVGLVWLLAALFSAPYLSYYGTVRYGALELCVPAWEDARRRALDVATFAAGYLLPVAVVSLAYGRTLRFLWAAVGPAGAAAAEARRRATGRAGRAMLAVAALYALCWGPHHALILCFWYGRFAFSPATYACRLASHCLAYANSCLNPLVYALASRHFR
# CRFR2-BP antag = antagonists of CRF-binding protein/CRF-R2 receptor complex. HEK293 CRF-R2/CRF-BP, CRF-induced calcium fluorescence. 350,000 tested, 0.59% active. inhibition, % at 11.8 µM;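 active = inhibition of the ligand-induced calcium signal above about 50% at the single tested concentration, limit read from the data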
# FID counter = displaces DNA intercalator in HCV helicase counter-screen | DNA fluorescent intercalator displacement, fluorescence | inhibition, % at 7.9 µM | 290,000 tested, 0.17% active | AID 1845; in the data active = inhibition above about 37%;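 also: 0% = vehicle and 100% = reference compound; higher means more ethidium bromide displaced from hairpin DNA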
# MEKK3 PB1 HTS = raises or lowers MEK5 binding to the human MEKK3 PB1 domain | bead-based flow cytometry, Alexa488-MEK5 binding to MEKK3; actives lie on both sides; 0 = blocked by unlabeled MEK5, 100 = vehicle | binding response (% of control), % at 10 µM | 290,000 tested, 1.4% active | AID 1529;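 active = binding response more than 3 SD above or below the average of its plate-row segment, actives on both sides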;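 also: Alexa488 bead fluorescence after subtracting the streptavidin-only scavenger bead signal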
# Target sequence (Q99759 whole entry, looked up, the tested form may be a part): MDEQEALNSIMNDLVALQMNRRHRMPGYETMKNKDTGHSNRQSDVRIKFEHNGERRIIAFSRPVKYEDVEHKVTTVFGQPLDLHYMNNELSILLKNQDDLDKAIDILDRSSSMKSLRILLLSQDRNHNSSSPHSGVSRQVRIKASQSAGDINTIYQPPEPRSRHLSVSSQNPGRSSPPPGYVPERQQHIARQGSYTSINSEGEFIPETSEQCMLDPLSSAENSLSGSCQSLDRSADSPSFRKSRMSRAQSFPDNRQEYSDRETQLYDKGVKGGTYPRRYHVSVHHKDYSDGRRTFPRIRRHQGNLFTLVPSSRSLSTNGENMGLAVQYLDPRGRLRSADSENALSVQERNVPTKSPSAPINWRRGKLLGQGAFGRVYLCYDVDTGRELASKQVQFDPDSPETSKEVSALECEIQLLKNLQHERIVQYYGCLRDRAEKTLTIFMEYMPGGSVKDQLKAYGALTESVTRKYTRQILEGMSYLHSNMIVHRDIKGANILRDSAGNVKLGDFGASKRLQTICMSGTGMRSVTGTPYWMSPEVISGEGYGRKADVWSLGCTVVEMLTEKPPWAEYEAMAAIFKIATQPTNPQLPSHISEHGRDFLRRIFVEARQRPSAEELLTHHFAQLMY
# CRFR2-BP ag = CRF-BP/CRF-R2 complex agonism | HEK293 CRF-R2/CRF-BP, calcium dye fluorescence (FLIPR); percent of saturating CRF peptide response | activation, % at 13.2 µM | 350,000 tested, 0.46% active;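 active = activation of at least 50%, plus an integration ratio under a set limit after plate pattern correction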;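 also: plate controls were neutral control wells without compound for no effect and CRF at EC100 for full effect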
# NS3 helicase inh = HCV NS3 helicase inhibition. 290,000 tested, 0.56% active. NS3 helicase DNA unwinding, Cy5 molecular beacon fluorescence. inhibition, % at 10.9 µM;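 active = inhibition above the mean of all tested compounds plus 3 SD, set per campaign, cut at about 35% in these data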;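 also: 0% = DMSO wells and 100% = thioflavine S control wells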
#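 Assay system: hepatitis C virus NS3 helicase domain fragment enzyme. Also added: annealed dual-labelled DNA beacon duplex, ATP-started. Timing: 1 h reaction at 25 °C, ATP-initiated. Technique: Cy5 fluorescence at 0 and 60 min, beacon hairpin quenching. Evaluation: % inhibition of unwinding. Replication: one well per compound.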
# The depositor's hits bear a star; x = not tested or not shown.
no.	structure	MEKK2mut PB1 HTS	UBC9 SUMO inh	MEKK2 WT-MEK5	GalR3 antag	CRFR2-BP antag	FID counter	MEKK3 PB1 HTS	CRFR2-BP ag	NS3 helicase inh
1	CN(C)c1ccc(N2C(=O)CC(Nc3ccc(N4CCOCC4)cc3)C2=O)cc1 (stereo unspecified)	5	23	102	-1	-12	-13	106	-1.7	-8
2	O=C(NCC1CCCO1)c1cc(S(=O)(=O)Nc2ccc(Br)cc2)ccc1Cl (stereo unspecified)	-4	0	97	-1	-10	-26	98	-1.1	3
3	NC(=O)c1nsc(C(=O)N(c2ccc(F)cc2)C(C(=O)NCC2CCCO2)c2ccc3ncccc3c2)c1N (stereo unspecified)	6	15	100	-7	-3	-46	101	-0.6	-2
4	O=C(N=C1SC2CS(=O)(=O)CC2N1c1cccc(F)c1)C1CC1 (stereo unspecified)	-2	-1	97	-4	-4	1	97	-0.3	7
5	COC(=O)C1=C(C)N(CCc2ccc(OC)c(OC)c2)C(=O)/C1=C\N(C)C	3	4	109	-2	0	-17	104	0.0	5
6	O=C1CC(Cc2ccccc2)C(=O)N1c1ccc(Cl)cn1 (stereo unspecified)	3	4	104	-5	-50	-2	103	-2.1	-10
7	CSc1nc(C)cc(OCC#N)n1	0	21	96	0	-6	-1	97	0.0	1
8	O=C(O)Cc1ccccc1C(=O)O	0	7	94	-4	-3	6	99	-1.6	-5
9	O=C(CSc1nc(-c2ccccc2)cc(C(F)(F)F)n1)NCc1ccco1	4	17	104	-1	11	-8	106	-1.0	5
10	Cc1ccc(S(=O)(=O)N2CCN(C(=O)c3c(-c4ccccc4)noc3C)CC2)c(C)c1	-1	-5	104	-8	0	-45	100	-1.1	2
11	CC1=C(C(=O)Nc2ccccc2C)C2(CCCCC2)C(C(N)=O)C(=S)N1 (stereo unspecified)	0	3	97	-2	-5	0	99	-0.7	-4
12	COc1cccc2oc3cc(C#CC4(O)CCCCC4)ccc3c(=O)c12	0	20	97	-4	-22	-39	100	0.9	-1
13	Cc1onc(-c2ccccc2)c1C(=O)NC(=S)NNC(=O)c1ccc(O)cc1	0	-24	102	x	-11	1	110	-2.0	6
14	COc1cc(NC(=O)NS(=O)(=O)c2ccc(C)cc2)cc(OC)c1	12	11	104	-4	-6	-3	108	0.5	-26
15	C=CCNC(=O)c1onc(CSc2cc(C)cc(C)c2)c1C(=O)O	4	4	110	1	7	-25	108	-0.6	18
16	CC(C)(CCO)Nc1ncnc2onc(-c3ccc(F)cc3)c12	4	7	110	-7	-11	-9	106	1.6	-7
17	CC1CCCN(C(=O)NC(=O)c2ccc(Cl)cc2)C1 (stereo unspecified)	-2	-5	94	-1	0	-8	96	-0.4	2
18	O=C(CSc1nc2ccccc2c(=O)n1-c1ccccc1)N1CCc2ccccc2C1	-3	-3	84	-13	21	6	88	4.4	-3
19	Cc1cc2c(cc1S(=O)(=O)NCc1ccccc1)n(C)c(=O)c(=O)n2C	2	7	103	0	1	-7	99	3.2	1
20	O=C(O)CCc1ccc(-c2ccccc2)o1	3	4	104	-5	-22	-7	102	0.7	18
21	O=C(CCc1nnc(Cc2c[nH]c3ccccc23)o1)NC(C1CC1)C1CC1	-1	9	100	-8	-12	-12	101	0.3	-3
22	CCN(CC(=O)NC(C)(C)C)C(=O)COc1c(Cl)cc(Cl)c2ccc(C)nc12	7	18	101	-6	8	-39	98	-3.2	20
23	OCC1(CCOc2ccccc2)CCN(Cc2cccn2-c2ncccn2)CC1	17	-5	111	-4	6	9	102	2.1	-2
24	Cc1ccc(S(=O)(=O)N2CCOCC2)cc1NC(=O)COC(=O)CNC(=O)c1ccc(Oc2ccccc2)cc1	2	11	104	-8	-24	-22	102	-1.7	-7
25	COc1ccccc1NCC(=O)N/N=C(\C)c1ccc(Br)s1	2	-7	92	-1	-32	1	104	1.0	-7
26	CC(C)C(=O)Nc1nnc(SCC(=O)Nc2ccc3c(c2)OCCO3)s1	3	3	107	12	-20	-10	103	0.8	-11
27	N#Cc1ccc2c(c1)nc1ccccn12	-9	16	96	5	16	-4	98	-5.5	-7
28	CCS(=O)(=O)c1ccc2oc(SCC(=O)Nc3ccc(OC)cc3OC)nc2c1	4	15	108	-3	-2	-5	108	0.3	8
29	COC(=O)c1ccc(N2CCN(S(=O)(=O)c3ccc(Br)cc3)CC2)c([N+](=O)[O-])c1	8	8	124	-7	14	-2	129*	-1.5	-5
30	CCOC(=O)N1CCN(C(=O)CN(CC)S(=O)(=O)c2cc(C)ccc2OC)CC1	-5	3	96	0	8	-21	100	-0.3	18
31	O=C(Nc1nnc(-c2ccco2)o1)c1ccc([N+](=O)[O-])s1	6	10	106	1	-3	-1	102	-4.6	2
32	CCn1c(CNC(=O)c2ccccc2F)cc2cc(C)ccc21	-2	4	98	-3	0	-26	95	1.1	-1
33	O=C(Nc1ccccc1)C12CC3CC(C1)CC(n1cnc([N+](=O)[O-])n1)(C3)C2	12	-13	110	-3	-6	-1	108	-1.9	5
34	CN1C(=O)c2c(sc3c2CC(C)(C)SC3)N2CCN=C12	-4	4	99	2	11	x	102	-4.2	x
35	COc1cnc(SCC(=O)O)[nH]c1=O	-1	2	101	-1	-13	-2	100	5.5	-4
36	CC(C)c1ccc(C(=O)NCCCN2CCN(CCCNC(=O)c3ccc(C(C)C)cc3)CC2)cc1	1	0	129	-10	-16	16	105	-0.5	-59
37	COCCCN1CC(=O)N2C(c3cccc(OC)c3)c3[nH]c4ccccc4c3C[C@H]2C1=O (stereo partly specified)	6	-9	103	-8	-16	-39	104	0.6	10
38	O=C(NCc1cccc(CNC(=O)Nc2cccc(O)c2)c1)Nc1cccc(O)c1	3	-1	99	-7	6	0	102	-0.8	-3
39	Cc1cc(C)c(C(=O)C(C)OC(=O)Cc2n[nH]c(=O)c3ccccc23)cc1C (stereo unspecified)	5	14	103	-5	-2	-29	103	-0.9	-5
40	COc1ccc(C2OC(=O)CC2C(=O)NCc2ccc(Cl)cc2)cc1OC (stereo unspecified)	-2	-2	99	-5	3	-6	110	0.3	1

# An excerpt from above in order of molecular weight, smallest number first:
no.	structure	MEKK2mut PB1 HTS	UBC9 SUMO inh	MEKK2 WT-MEK5	GalR3 antag	CRFR2-BP antag	FID counter	MEKK3 PB1 HTS	CRFR2-BP ag	NS3 helicase inh
7	CSc1nc(C)cc(OCC#N)n1	0	21	96	0	-6	-1	97	0.0	1
31	O=C(Nc1nnc(-c2ccco2)o1)c1ccc([N+](=O)[O-])s1	6	10	106	1	-3	-1	102	-4.6	2
32	CCn1c(CNC(=O)c2ccccc2F)cc2cc(C)ccc21	-2	4	98	-3	0	-26	95	1.1	-1
16	CC(C)(CCO)Nc1ncnc2onc(-c3ccc(F)cc3)c12	4	7	110	-7	-11	-9	106	1.6	-7
14	COc1cc(NC(=O)NS(=O)(=O)c2ccc(C)cc2)cc(OC)c1	12	11	104	-4	-6	-3	108	0.5	-26
21	O=C(CCc1nnc(Cc2c[nH]c3ccccc23)o1)NC(C1CC1)C1CC1	-1	9	100	-8	-12	-12	101	0.3	-3
11	CC1=C(C(=O)Nc2ccccc2C)C2(CCCCC2)C(C(N)=O)C(=S)N1 (stereo unspecified)	0	3	97	-2	-5	0	99	-0.7	-4
40	COc1ccc(C2OC(=O)CC2C(=O)NCc2ccc(Cl)cc2)cc1OC (stereo unspecified)	-2	-2	99	-5	3	-6	110	0.3	1
23	OCC1(CCOc2ccccc2)CCN(Cc2cccn2-c2ncccn2)CC1	17	-5	111	-4	6	9	102	2.1	-2
28	CCS(=O)(=O)c1ccc2oc(SCC(=O)Nc3ccc(OC)cc3OC)nc2c1	4	15	108	-3	-2	-5	108	0.3	8
10	Cc1ccc(S(=O)(=O)N2CCN(C(=O)c3c(-c4ccccc4)noc3C)CC2)c(C)c1	-1	-5	104	-8	0	-45	100	-1.1	2
36	CC(C)c1ccc(C(=O)NCCCN2CCN(CCCNC(=O)c3ccc(C(C)C)cc3)CC2)cc1	1	0	129	-10	-16	16	105	-0.5	-59

# Further results
no.	structure	MEKK2mut PB1 HTS	UBC9 SUMO inh	MEKK2 WT-MEK5	GalR3 antag	CRFR2-BP antag	FID counter	MEKK3 PB1 HTS	CRFR2-BP ag	NS3 helicase inh
41	CCOC(=O)c1ccc(NC(=S)N2CCC(C(N)=O)CC2)cc1	26	6	112	-9	-2	2	105	-1.8	6
42	COc1ccc(C(=O)NCCc2cccc(Cl)c2)cc1OC1CCN(C(C)=O)CC1	-5	-5	101	-3	9	-67	102	-2.9	22
43	COC(=O)C1=C(C)OC(N)=C(C#N)C1c1ccco1 (stereo unspecified)	3	18	97	-2	24	-1	108	-1.6	4
44	Cc1nn(Cc2c(F)c(F)c(F)c(F)c2F)c(C)c1NC(=O)c1cccc(COc2ccc(Cl)cc2)c1	9	-27	105	-4	38	-4	100	5.3	-11
45	Cc1cc(C2CC(=O)Nc3ccccc3S2)c(C)s1 (stereo unspecified)	3	13	97	-5	-14	-13	99	0.6	0
46	CC(=O)NC(=S)NNC(=O)COc1ccc([N+](=O)[O-])cc1	-2	15	96	0	2	-5	94	-0.7	-2
47	CC1=NN(c2ccccc2)C(=O)C1C(=O)c1ccc([N+](=O)[O-])cc1 (stereo unspecified)	0	19	114	3	-6	-2	125	-3.8	7
48	CCN1CC(CN(C)Cc2nc(-c3ccco3)oc2C)CC1=O (stereo unspecified)	5	-3	107	-3	0	-4	108	0.1	4
49	CCOC(=O)Cn1c(CN2CCOCC2)nc2c1c(=O)n(C)c(=O)n2C	0	11	100	x	13	-1	97	0.2	-6
50	N#Cc1cn(CC(=O)O)c2ccccc12	x	-1	x	4	-2	-3	x	1.5	1
51	COCCN(CC1CCCN(C2Cc3ccccc3C2)C1)C(=O)c1cccc(C)c1 (stereo unspecified)	3	10	105	-2	11	-2	100	0.0	-1
52	Cc1ccc(S(=O)(=O)NCC2NCCc3ccccc32)cc1 (stereo unspecified)	-2	17	101	4	-14	9	103	3.7	-7
53	COC(C/C=C/[C@@H](O)[C@@H](C)OCc1ccccc1)OC	-5	x	94	-3	1	x	96	-0.1	x
54	COC(=O)c1ccccc1NC(=O)N1CCN(S(C)(=O)=O)CC1	-5	4	98	-4	22	-10	98	2.4	-4
55	CCN1CCc2c(OCC(=O)N3N=C(c4cccs4)CC3c3ccc(F)cc3)cccc2C1=O (stereo unspecified)	17	-12	118	-4	6	-11	105	5.2	4
56	Cc1cc(C)c(S(=O)(=O)Nc2ccccc2C(=O)N2CCOCC2)c(C)c1	-1	3	107	0	-15	-34	99	0.7	5
57	CN(C)C(CNC(=O)CSc1nnc(-c2ccco2)o1)c1ccccc1 (stereo unspecified)	-2	x	100	-2	-7	-4	76	-0.9	-5
58	CCOC(=O)c1c(NC(=O)CN2C(=O)NC3(CCCCC3C)C2=O)sc(C)c1C (stereo unspecified)	6	-7	108	0	-48	-30	109	-1.6	4

# 2 of the compounds above, with values under each structure.
# Below each SMILES – MEKK2mut PB1 HTS, UBC9 SUMO inh, MEKK2 WT-MEK5, GalR3 antag, CRFR2-BP antag, FID counter, MEKK3 PB1 HTS, CRFR2-BP ag, NS3 helicase inh
36) CC(C)c1ccc(C(=O)NCCCN2CCN(CCCNC(=O)c3ccc(C(C)C)cc3)CC2)cc1
→ 1, 0, 129, -10, -16, 16, 105, -0.5, -59
37) COCCCN1CC(=O)N2C(c3cccc(OC)c3)c3[nH]c4ccccc4c3C[C@H]2C1=O (stereo partly specified)
→ 6, -9, 103, -8, -16, -39, 104, 0.6, 10

# Compound activity (PubChem)

# Only part of the results is shown; rates above refer to the full screens.
